High-throughput results (PubChem)
EPAC1 agonist: EPAC1 (human) agonism; EPAC1 agonist qHTS, biochemical assay; response scale: 100% = response to 6.5 mM cAMP; Potency, µM (series often up to 154 µM), for inactives: at the highest dose activation, actives largely listed as activators; actives 0.073% (n = 360,000); O95398; also: nearly all actives have a fitted effect of over 60% in size
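Nucleotide exchange by EPAC1 (100 nM) on Rap1B–BODIPY-GDP (250 nM) in the presence of 50 uM GDP is tracked fluorescently at 480/540 nm over 30 min. Signals are normalized to a 6.5 mM cAMP control.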
PTHR1 ag: PTHR1 (human) receptor agonism. Q03431. HEK293 GP2 PTHR1 cells, GloSensor cAMP luminescence, 1 h. Potency, µM (doses to about 115 µM), for inactives: at the highest dose activation, actives largely listed as activators. actives 0.075% (n = 410,000). AID 743266; also: nearly all actives have a fitted effect of over 55% in size; some results filed as inactive show a strong effect at the top dose; inactives centre near -15; many of its hits are not listed in these tables
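HEK-293-derived GP2 cells expressing PTHR1 and a GloSensor cAMP reporter, 3,000/well, plated overnight, given luciferin plus IBMX (each 0.5 mM as added) for 1 h at 37 °C, then compound for 1 h at 37 °C. Luminescence was read after 15 min at room temperature.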
EPAC2 antagonist: antagonists of human EPAC2 | Q8WZA2 | EPAC2 GEF exchange of Rap1B-BODIPY-GDP, fluorescence | actives 0.18% (n = 360,000) | Potency, µM (series often up to 114 µM), without a hit: at the top dose activity, negative = inhibition, most hits filed as inhibitors; also: % is scaled to controls: 0 for no effect and ±100 for the full control effect; nearly all actives have a fitted effect of over 45% in size; many of its hits are not listed in these tables
aSyn rescue: rescues yeast growth from alpha-synuclein toxicity | AID 652106 | Potency, µM (series often up to 46.1 µM), without a hit: at the top dose growth rescue (activation), most hits filed as activators | Yeast expressing alpha-synuclein, growth rescue, BacTiter-Glo, 24 h | actives 0.14% (n = 370,000); also: % of control where 0% means no effect; nearly all actives have a fitted effect of over 65% in size
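Screening used galactose-induced yeast with toxic alpha-synuclein levels, exposed to compound for 24 hr at 30 deg C. Cell growth, read with BacTiter-Glo luminescence, gave the measured signal.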
EPAC2 ag: activates human EPAC2 exchange factor; EPAC2 activation, biochemical qHTS; response scale: 100% = 6.5 mM cAMP response; Potency, µM (series often up to 154 µM), for the others: at the highest dose activation, actives largely listed as activators; actives 0.079% (n = 360,000); AID 720711; also: nearly all actives have a fitted effect of over 50% in size
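In this primary screen, activation is scored as increased exchange of BODIPY-GDP from Rap1B by 100 nM EPAC2, with 50 uM GDP as competitor. Signal is normalized to the 6.5 mM cAMP agonist control.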
EPAC1 antagonist: antagonists of human EPAC1 | EPAC1 GEF assay, Rap1b-BODIPY-GDP exchange fluorescence | Potency, µM (highest dose often 115 µM), without a hit: at the highest dose activity change, negative = inhibition, most hits filed as inhibitors | actives 0.14% (n = 360,000) | AID 720709;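 also: plate controls were vehicle for no effect and positive control for full effect; nearly all actives have a fitted effect of over 50% in size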
FUS suppressor: FUS proteinopathy suppression in yeast; actives 0.24% (n = 390,000); S. cerevisiae FUS-expressing, growth rescue, OD600, 24 h; Potency, µM (series often up to 76.6 µM), inactives show top-dose growth rescue (activation), most hits filed as activators;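 also: plate controls were DMSO vehicle for no effect and reference control for full effect; nearly all actives have a fitted effect of over 55% in size; some results filed as inactive show a strong effect at the top dose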
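Read-out: OD at 600 nm after 24hr at 30C, reporting rescue of FUS-induced yeast toxicity. Cells at OD 0.005 in galactose (2%) minimal medium; compounds tested in a dilution series; CP55940 titration from 92uM final as control.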
TDP43 rescue: rescues yeast growth from TDP-43 toxicity; TDP-43 expressing yeast growth rescue, BacTiter-Glo, 24 h; AID 652104; actives 1.8% (n = 410,000); Potency, µM (doses to about 46.1 µM), for inactives: at the top dose growth rescue (activation), usual class: activators; also: % of control where 0% means no effect; nearly all actives have a fitted effect of over 50% in size
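Luminescence from BacTiter-Glo reports growth of TDP-43-expressing yeast after 24 hr at 30 deg C with compound. Cells were raffinose-pregrown to mid-log, then seeded in galactose medium at OD600=0.02.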
* marks the source's active call; other numbers are inactive results; i = inactive; ? = inconclusive; / = not tested or not shown; [ ] = another dose, or the depositor's remark. Calls follow the shape of the dose curve; as a rule, active = well fitted curve in the direction sought with a large enough effect; inconclusive = small, poorly fitted or top-dose-only effect, or another doubt; inactive = no such curve, though single readings can be large; an effect the other way counts as inactive or inconclusive. Potency is read from the fitted curve at half-maximal effect. An excerpt, so the mix of outcomes need not match the whole.

1. Cc1ccc(NNC(=O)c2c(F)cccc2Cl)cc1C
2. COc1ccc(C(=O)N/N=C(\C)CC(=O)Nc2ccc3ccccc3c2)c(OC)c1
3. CCOc1ccccc1N1CCN(CC(=O)N(C2CCCC2)C2CCS(=O)(=O)C2)CC1 (stereo not drawn)
4. CCCCCCCOc1ccc(C(=O)Nc2cccnc2)cc1
5. Cn1cc(CN2CCC(n3nccc3NC(=O)CCc3ccccc3)CC2)cn1
6. CCCCn1c(N)c(N(CC)C(=O)c2ccc(N(C)S(=O)(=O)c3ccc(C)cc3)cc2)c(=O)[nH]c1=O
7. CCN(CC)c1ccc(NC(=O)c2c(C)nn(-c3ccc(F)cc3)c2-n2cccc2)c(C)c1
8. COc1ccccc1OCC(=O)NC1CCCCCCC1
screen / no.	1	2	3	4	5	6	7	8
EPAC1 agonist	11.9%	6.8%	-2.3%	7.2%	-3.6%	2.9%	/	1.3%
PTHR1 ag	i	-21.9%	-8.0%	-14.5%	i	-23.4%	-35.6%[inhibitor]	-50.0%[inhibitor]
EPAC2 antagonist	6.0%	-0.7%	3.8%	8.5%	12.7%	3.5%	/	5.7%
aSyn rescue	19.2%	9.9%	-1.9%[1.84 µM]	7.3%	6.6%	1.7%	-4.0%	22.1%
EPAC2 ag	8.0%	7.8%	13.2%	-14.6%	4.4%	6.1%	/	-2.8%
EPAC1 antagonist	-17.3%	8.5%	11.0%	14.1%	3.7%	5.0%	/	10.3%
FUS suppressor	20.3%	/	16.0%	-16.4%	/	22.9%	13.8%	/
TDP43 rescue	7.6%	4.8%	-5.9%	-1.4%	17.8%	-22.6%	23.5%	?

Part of the list above, limited to EPAC1 antagonist:
| No. | smiles | EPAC1 antagonist |
| --- | --- | --- |
| 4 | CCCCCCCOc1ccc(C(=O)Nc2cccnc2)cc1 | 14.1% |
| 5 | Cn1cc(CN2CCC(n3nccc3NC(=O)CCc3ccccc3)CC2)cn1 | 3.7% |

(list continues)
9. O=[N+]([O-])C1=CC=C2C(=NC3(CCCCC3)N2O)C1=NCCO
10. CN(C)CCOc1ccc(/C(=C(/CCCl)c2ccccc2)c2ccccc2)cc1
11. Cc1ccc(/C=C2\SC(=S)N(CC(=O)Nc3cccnc3)C2=O)cc1
12. CCCOc1ccc(N2C(=O)CC(N3CCCC(C(=O)N4CCCC4)C3)C2=O)cc1 (stereo not drawn)
13. O=[N+]([O-])c1ccccc1/C=C/C=N/Nc1nc(N2CCCCC2)nc(N2CCCCC2)n1
14. CN(C)C(=S)N=c1ssc(=S)n1Cc1ccco1
15. Cc1nc(CCNC(=O)CC2C(=O)NCCN2Cc2ccoc2)nc2c1CCCC2 (stereo not drawn)
16. CC(=O)c1ccc(N2CCN(C(=O)COc3ccc(F)cc3)CC2)c(F)c1
screen / no.	9	10	11	12	13	14	15	16
EPAC1 agonist	-6.7%	-12.8%	2.5%	3.3%	13.4%	2.7%	0.2%	-4.7%
PTHR1 ag	i	-27.3%	i	-7.3%[57.5 µM]	-5.3%	i	-19.4%	-11.3%[57.5 µM]
EPAC2 antagonist	-6.5%	-5.5%	14.1%	1.8%	4.2%	-3.1%	8.5%	12.3%
aSyn rescue	-15.1%	-2.5%	1.5%	-62.5%[inhibitor]	0.9%	-5.8%	-5.5%	-2.6%
EPAC2 ag	6.5%	11.2%	-0.6%	-0.9%	9.0%	-4.1%	4.4%	-3.5%
EPAC1 antagonist	-4.8%	-1.0%	1.7%	12.8%	-6.9%	10.4%	10.3%	1.5%
FUS suppressor	/	12.7%	3.4%	4.4%	41.1%	/	-7.6%	23.5%
TDP43 rescue	-16.4%	29.7%	3.1%	-80.1%[inhibitor]	4.0%[9.22 µM]	2.8%	6.8%	?

17. O=[N+]([O-])c1ccc(S(=O)(=O)NN=CCCc2ccccc2)cc1
18. N#CCCn1cc(/C=N/O)c(-c2ccc(F)cc2)n1
19. O=C1CS/C(=N\N=C\c2ccco2)N1c1ccccc1
20. COc1ccc(Cn2cc(CN3CC(N4CCCC4)CS3(=O)=O)nn2)cc1 (stereo not drawn)
21. CCCCS(=O)(=O)Nc1ccc2c(c1)ncn2C1CCCCC1
22. COc1ccc(C2Nc3ccccc3C(=O)N2NS(C)(=O)=O)c(OC)c1 (stereo not drawn)
23. C=C(C)CN1C(=O)C2(OCCO2)c2cc(Br)ccc21
24. CCC(=O)Nc1ccc(C(=O)CSc2nnc(-c3ccccc3F)n2CCc2ccccc2)cc1
screen / no.	17	18	19	20	21	22	23	24
EPAC1 agonist	4.7%	12.6%	1.4%	0.6%	0.5%	-9.7%	3.8%	-5.5%
PTHR1 ag	-24.0%	i	-4.6%	-32.8%[inhibitor]	-15.6%	-12.7%	-15.8%	i
EPAC2 antagonist	-1.5%	-1.3%	-6.7%	7.6%	0.6%	1.3%	-18.5%	3.7%
aSyn rescue	-11.6%	8.7%	-1.3%	-1.4%	7.6%	-3.4%	-0.4%	-0.5%
EPAC2 ag	3.2%	4.8%	10.0%	4.7%	6.7%	1.6%	3.9%	-2.4%
EPAC1 antagonist	-25.5%	4.8%	0.3%	8.9%	14.4%	9.9%	-19.5%	1.8%
FUS suppressor	4.4%	-9.5%	28.2%	-9.3%	-1.8%	-31.9%	-9.2%	35.7%
TDP43 rescue	6.1%	1.3%	-19.0%	0.0%	-17.2%	-3.4%	9.0%	3.5%

25. CN1CCN(c2ccc(S(=O)(=O)N3CCCCC3)cc2NC(=O)c2ccc(F)cc2F)CC1
26. CC1CCCCC1NC(=O)CSc1nnc(-c2ccco2)n1C (stereo not drawn)
27. CCOC(=O)c1c(-c2ccccc2)nc2c(C)cccn12
28. CN(Cc1nc(-c2ccc3c(c2)OCO3)no1)CC1(N2CCOCC2)CCCCC1
29. Cc1cc(C)cc(CC(=O)N2CCC2(C)C(=O)NS(=O)(=O)c2ccc(Br)cc2)c1 (stereo not drawn)
30. CN1CCc2[nH]c3ccc(C(=O)NN)cc3c2C1
31. COc1ccc(CCNC(=O)C(=O)NCCCN2CCOCC2)cc1
32. Cc1ccc(S(=O)(=O)N(CC(=O)Nc2ccccc2C(=O)O)c2cccc(Cl)c2C)cc1
screen / no.	25	26	27	28	29	30	31	32
EPAC1 agonist	-13.3%	4.9%	0.6%	2.0%	-8.9%	-3.2%	1.4%	-6.6%
PTHR1 ag	i	-11.4%	i	-4.7%	i	-21.4%	-31.7%	-4.4%
EPAC2 antagonist	-3.4%	2.8%	6.5%	-0.9%	2.7%	14.7%	0.3%	-1.5%
aSyn rescue	0.2%	-10.3%	-29.4%	-3.7%	10.0%	-10.9%	0.9%	-25.1%
EPAC2 ag	-6.9%	3.4%	1.2%	0.9%	-3.9%	2.4%	1.1%	-14.4%
EPAC1 antagonist	19.4%	4.8%	-5.9%	9.7%	1.0%	3.9%	8.4%	6.5%
FUS suppressor	11.2%	/	7.2%	30.4%	-4.1%	37.1%	-19.3%	/
TDP43 rescue	2.9%	-18.0%	-68.5%[inhibitor]	-11.1%	0.0%	-20.4%	21.7%	15.3%

33. CC(CCCC(C)(C)O)NC(=O)c1ccc2oc(CCc3ccccc3)nc2c1 (stereo not drawn)
34. O=C(OCc1ccccc1)N(CCCCN(CCCNCc1ccccc1)C(=O)OCc1ccccc1)CCCNCc1ccccc1
35. O=C(Nc1ccc(F)cc1F)c1csc(-c2ccncc2)n1
36. OC(c1ccccc1)c1nc(-c2cncnc2)cs1 (stereo not drawn)
37. CCNC(=O)NC(=O)C(C)OC(=O)c1oc2ccc(OC)cc2c1C (stereo not drawn)
38. CSc1nc(Oc2ccc(=O)[nH]n2)nc(N(C)C)n1
39. COc1cc(OC)c2c3c(c(C4CCCCC4)nc2c1)CCC3
40. COc1ccc(C2CC(c3ccc([N+](=O)[O-])cc3)=NN2C(C)=O)cc1 (stereo not drawn)
screen / no.	33	34	35	36	37	38	39	40
EPAC1 agonist	1.0%	-4.3%	2.8%	10.8%	5.1%	0.7%	1.0%	-6.7%
PTHR1 ag	-41.6%[inhibitor]	-35.5%[inhibitor]	-8.3%	i	-13.5%[57.5 µM]	-11.1%	-22.9%	i
EPAC2 antagonist	1.5%	-0.9%	17.0%	15.4%	-6.6%[57.1 µM]	3.4%	-12.8%	-12.4%
aSyn rescue	0.5%	-16.5%	-9.5%	1.6%	-0.1%	-8.5%	-1.3%	15.3%
EPAC2 ag	-9.0%	1.4%	5.1%	12.9%	-2.6%	-4.7%	9.7%	0.7%
EPAC1 antagonist	4.0%	-11.8%	8.3%	-21.0%	5.9%	12.5%	-6.7%	-8.7%
FUS suppressor	3.2%	/	12.0%	-30.0%	1.3%	-2.7%	-24.0%	15.9%
TDP43 rescue	1.9%	-2.6%	-1.4%	?	-0.2%	-2.5%	?	-13.9%

41. O=C(CNS(=O)(=O)c1ccc(Br)cc1)N1CCN(Cc2ccccc2)CC1
42. CC(C)(C)OC(=O)N1CCN(c2ccc([N+](=O)[O-])cc2)CC1
43. O=c1c2ccccc2ncn1Cc1cccc2ccccc12
44. Fc1ccc2nc(C(F)(F)F)cc(N3CCOCC3)c2c1
45. CN(CC(=O)Nc1ccccc1Cl)C1CCS(=O)(=O)C1 (stereo not drawn)
46. Cc1cccc(S(=O)(=O)N(C)C[C@H]2OCc3cnnn3CCCC(=O)N([C@H](C)CO)C[C@H]2C)c1
47. CCOC(=O)NC1CCc2cc(OC)c(OC)c(OC)c2-c2ccc(OC)c(=O)cc21 (stereo not drawn)
48. COc1ccc(CCNC(=O)CN2c3cccc4cccc(c34)S2(=O)=O)cc1
screen / no.	41	42	43	44	45	46	47	48
EPAC1 agonist	-5.2%	-3.5%	-3.7%	-3.2%	7.9%	2.6%	4.2%	0.0%
PTHR1 ag	-19.7%	i	i	i	-0.1%	i	-13.2%	-9.4%
EPAC2 antagonist	12.3%	10.0%	?	-12.5%	3.0%	1.5%	-0.4%	-13.6%
aSyn rescue	1.4%	-2.2%	18.6%	-9.1%	4.6%	-7.6%	-0.5%	-5.9%
EPAC2 ag	8.2%	6.4%	6.6%	-13.1%	-4.5%	6.8%	0.6%	-1.2%
EPAC1 antagonist	1.2%	17.9%	-5.3%	-4.6%	-15.2%	-5.4%	-3.4%	-2.9%
FUS suppressor	7.7%	-36.8%	-16.6%	13.2%	-22.8%	1.3%	/	15.3%
TDP43 rescue	1.8%	1.1%	11.2µM*	-7.9%	14.1%	20.3%	12.3%	0.0%
